Screening data (PubChem)
FXIIa inh 1536 = inhibitors of human coagulation factor XIIa; purified FXIIa, Boc-QGR-AMC fluorogenic substrate, 2 h; inhibition, % at 5 µM; P00748; AID 800; actives 0.3% (n = 220,000); in the data active = inhibition above about 40%;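 also: 0% = enzyme with no compound and 100% = blank without enzyme; many of its hits are not listed in these tables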
TNF necrop inh = inhibitors of TNF-alpha induced necroptosis in Jurkat FADD-/- cells; Jurkat FADD-/- TNF necroptosis rescue, ATP luminescence, 24 h; 0 = TNF only, 100 = no-TNF cells; activation (protection from cell death), % at 10 µM; actives 0.068% (n = 220,000); AID 463075;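 active = activation, meaning protection from cell death, of at least 50% relative to plate controls; inactive = activation below 50%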;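 also: necroptosis triggered by 40 ng/mL TNF-alpha added together with compound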
zVAD death inh = blocks zVAD induced death of L929 cells | actives 0.38% (n = 220,000) | viability rescue, % at 10 µM | L929 zVAD necroptosis rescue, ATP luminescence, 24 h; with zVAD 60 µM | AID 1377;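 active = activation, scaled between plate controls, above about 75%, limit read from the data; inactive = activation under that limit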;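 also: 0% = zVAD with DMSO and 100% = DMSO alone without zVAD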
CHOP inh = CHOP inhibition in unfolded protein response | CHO-K1 CHOP-promoter luciferase, tunicamycin-induced, 15-18 h | inhibition, % at 10 µM | actives 3.8% (n = 220,000) | AID 2732;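 active = compounds that reduced the stress-induced luciferase reporter signal by more than about 70% of percent inhibition, limit read from the data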;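 also: 0% = tunicamycin plus vehicle and 100% = wells without tunicamycin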
Tb hexokinase = T. brucei hexokinase 1 inhibition | recombinant TbHK1, G6PDH-coupled NADH A340 | inhibition, % at 10 µM | actives 0.11% (n = 220,000);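 active = inhibition of 50% or more in the single-dose primary screen; inactive = inhibition below 50%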
FXIa inh 1536 = blocks human coagulation factor XIa protease activity; P03951; purified FXIa, Boc-Glu-Ala-Arg-AMC fluorogenic substrate; inhibition, % at 5 µM; actives 0.14% (n = 220,000); AID 798;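 active = inhibition of at least 40%; inactive = inhibition below 40%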;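 also: fluorescence of freed AMC excited at 355 nm; 0% = enzyme without compound and 100% = no enzyme blank; many of its hits are not listed in these tables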
PGE2 EP2 inh = EP2 receptor (human) inhibition | P43116 | AID 1422 | actives 0.52% (n = 260,000) | inhibition, % at 25 µM | C6 glioma cells expressing human EP2, cAMP TR-FRET; cells stimulated with saturating PGE2;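 active = percent inhibition above 40 after rounding to a whole number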;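 also: rat C6 glioma host cells with rolipram phosphodiesterase inhibitor present; the protocol text gives 20 µM as final concentration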
Target sequence (P43116 whole entry, looked up): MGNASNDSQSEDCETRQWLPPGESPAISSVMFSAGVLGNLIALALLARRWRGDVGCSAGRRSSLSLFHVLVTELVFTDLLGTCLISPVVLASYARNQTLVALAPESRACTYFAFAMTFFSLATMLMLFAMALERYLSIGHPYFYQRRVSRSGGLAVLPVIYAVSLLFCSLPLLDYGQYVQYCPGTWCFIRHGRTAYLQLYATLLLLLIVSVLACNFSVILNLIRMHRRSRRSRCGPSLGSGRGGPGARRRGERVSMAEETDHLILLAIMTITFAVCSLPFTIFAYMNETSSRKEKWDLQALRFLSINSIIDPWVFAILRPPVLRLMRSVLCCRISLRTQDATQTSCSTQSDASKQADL
Wee1 stabilizer = blocks degradation of human Wee1 kinase | P30291 | HeLa Luc-Wee1K328M stability, luciferase luminescence; 100% = proteasome inhibitor MG132 effect | reporter increase, % at 5 µM | actives 1.2% (n = 220,000);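 active = activation above the mean of all tested compounds plus 3 SD, set per screening run, cut at about 8.8% in these data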;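 also: cells exposed to compound for 20 h before luminescence read; 0% = DMSO alone and 100% = MG132 at 30 µM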
PPC-1+TRAIL kill = kills PPC-1 cancer cells in the presence of TRAIL; PPC-1 cells + TRAIL, ATPLite viability luminescence; cell killing (% activity), % at 4 µM; actives 0.41% (n = 220,000);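 active = cell killing above 50% in the first pass at 4 µM, then a duplicate retest at 5 µM averaging 50% or more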;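 also: plate controls were cells with TRAIL plus DMSO for no effect and medium-only wells lacking cells for full effect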
* marks the source's active call; other numbers are inactive results; . = no result given; & = joins results of further samples; [ ] = another dose, or the depositor's remark.

Key to letters – A = FXIIa inh 1536; B = TNF necrop inh; C = zVAD death inh; D = CHOP inh; E = Tb hexokinase; F = FXIa inh 1536; G = PGE2 EP2 inh; H = Wee1 stabilizer; I = PPC-1+TRAIL kill
> COc1cc(OC)cc(-c2nnc(SCc3cccc(C(=O)O)c3)o2)c1
  A = 4	B = 0.7	C = 1.1	D = 40	E = -9	F = -7	G = 6	H = -2	I = -7
> O=C(N=Nc1c(O)[nH]c2ccccc12)c1ccccc1NS(=O)(=O)c1cccs1
  A = 12	B = -0.1	C = 0.0	D = 7	E = 17	F = 6	G = 6	H = 3	I = 22
> O=C(COC(=O)Cc1ccc(Br)cc1)NC12CC3CC(CC(C3)C1)C2
  A = 4	B = 0.1	C = -0.1	D = 70	E = -4	F = -2	G = .	H = 7	I = 14
> Cc1ccc(C(=O)Nn2cnnc2)cc1S(=O)(=O)N1CCOCC1
  A = 12	B = 1.4	C = -0.6	D = 8	E = -7	F = 3	G = 2	H = 0	I = 14
> CCOC(=O)C1C(c2cccnc2)NC(=O)NC1(O)C(F)(F)F (stereo not given)
  A = .	B = 1.1	C = 3.8	D = 8	E = 6	F = 0	G = 9	H = 1	I = 17
> O=C(Nc1ccc2c(c1)OCO2)C(c1ccccc1)N1CCCCC1 (stereo not given)
  A = 13	B = -0.3	C = 0.2	D = 49	E = 6	F = 2	G = 10	H = .	I = 24
> COc1ccc(/C=C/C(=O)NC(=S)Nc2ccc(S(=O)(=O)Nc3nccnc3OC)cc2)cc1
  A = 11	B = 3.3	C = 0.7	D = 21	E = -15	F = 3	G = 40*	H = 1	I = -18
> O=C(CCN1C(=O)CSC1=O)Nc1ccc(Br)cc1
  A = 7	B = 6.0	C = .	D = -6	E = 6	F = -4	G = 11	H = 0	I = 4
> Cc1c(CNCCCc2ccccc2)c(C(=O)O)c(C)n1Cc1ccccc1
  A = 3	B = 1.5	C = 1.6	D = 23	E = -6	F = -4	G = 2	H = -5	I = 5
> O=C(O)c1cc2ncc(CCO)cn2n1
  A = .	B = -0.6	C = 5.2	D = 9	E = -8	F = 1	G = 18	H = 0	I = 20

Another view of some results above.
| smiles | FXIIa inh 1536 | TNF necrop inh | zVAD death inh | CHOP inh | Tb hexokinase | FXIa inh 1536 | PGE2 EP2 inh | Wee1 stabilizer | PPC-1+TRAIL kill |
| --- | --- | --- | --- | --- | --- | --- | --- | --- | --- |
| O=C(N=Nc1c(O)[nH]c2ccccc12)c1ccccc1NS(=O)(=O)c1cccs1 | 12 | -0.1 | 0.0 | 7 | 17 | 6 | 6 | 3 | 22 |
| O=C(COC(=O)Cc1ccc(Br)cc1)NC12CC3CC(CC(C3)C1)C2 | 4 | 0.1 | -0.1 | 70 | -4 | -2 | . | 7 | 14 |

Continued:
Key to letters – A = FXIIa inh 1536; B = TNF necrop inh; C = zVAD death inh; D = CHOP inh; E = Tb hexokinase; F = FXIa inh 1536; G = PGE2 EP2 inh; H = Wee1 stabilizer; I = PPC-1+TRAIL kill
> O=C(Nc1nc(-c2ccccn2)cs1)C12CC3CC(CC(O)(C3)C1)C2
  A = 4	B = 2.2	C = 3.5	D = 1	E = -2	F = -1	G = 3	H = -1	I = 45[5 µM]
> COc1ccc(/C=C/C(=O)C2CC2)cc1COc1c(C)cccc1C
  A = 11	B = 2.3	C = 15	D = 27	E = -12	F = -1	G = 9	H = 1	I = 3
> c1cnc(Sc2ccc3nnnn3n2)nc1
  A = 1	B = 1.4	C = 1.0	D = 7	E = -7	F = -4	G = 8	H = -1	I = -12
> Cc1ccc(NC(=O)C2CCN(S(=O)(=O)c3ccccc3)CC2)cc1
  A = 10	B = 2.4	C = 9.2	D = 24	E = 1	F = -6	G = 2	H = -1	I = 8
> Nc1nc2n(n1)C(c1ccco1)CC(c1ccc(F)cc1)N2 (stereo not given)
  A = 8	B = 0.9	C = -0.2	D = 21	E = -4	F = -1	G = 6	H = 0	I = -3
> Cc1nnc(NC(=O)c2ccccc2F)s1
  A = 11	B = -0.3	C = 1.1	D = -7	E = -5	F = 7	G = 18	H = 2	I = 21
> O=[N+]([O-])c1ccccc1OCCOc1ccccc1[N+](=O)[O-]
  A = 8	B = 4.1	C = 0.5	D = -2	E = -5	F = 3	G = 14	H = 2	I = 12
> CCCNC(=O)Nc1ccsc1C(=O)OC
  A = 7	B = 0.6	C = 15	D = 35	E = 0	F = 9	G = 15	H = -2	I = 6
> O=C(Nc1ccc(F)cc1)c1cccnc1N1CCOCC1
  A = 7	B = -1.6	C = 0.0	D = 0	E = -5	F = 6	G = 12	H = 2	I = 7
> Cc1cc(C)cc(NC(=S)N2CCC(c3nc4ccccc4s3)CC2)c1
  A = 1	B = -7.6	C = 0.0	D = 38	E = 21	F = 5	G = 6	H = -1	I = 24

Just FXIa inh 1536 (4 entries from above):
SMILES	FXIa inh 1536
O=C(Nc1nc(-c2ccccn2)cs1)C12CC3CC(CC(O)(C3)C1)C2	-1
O=C(Nc1ccc(F)cc1)c1cccnc1N1CCOCC1	6
Nc1nc2n(n1)C(c1ccco1)CC(c1ccc(F)cc1)N2 (stereo not given)	-1
Cc1ccc(C(=O)Nn2cnnc2)cc1S(=O)(=O)N1CCOCC1	3

The main list resumes, repeating the 3 entries before the break.
Key to letters – A = FXIIa inh 1536; B = TNF necrop inh; C = zVAD death inh; D = CHOP inh; E = Tb hexokinase; F = FXIa inh 1536; G = PGE2 EP2 inh; H = Wee1 stabilizer; I = PPC-1+TRAIL kill
> CCCNC(=O)Nc1ccsc1C(=O)OC
  A = 7	B = 0.6	C = 15	D = 35	E = 0	F = 9	G = 15	H = -2	I = 6
> O=C(Nc1ccc(F)cc1)c1cccnc1N1CCOCC1
  A = 7	B = -1.6	C = 0.0	D = 0	E = -5	F = 6	G = 12	H = 2	I = 7
> Cc1cc(C)cc(NC(=S)N2CCC(c3nc4ccccc4s3)CC2)c1
  A = 1	B = -7.6	C = 0.0	D = 38	E = 21	F = 5	G = 6	H = -1	I = 24
> COc1cc(N)ccc1C(=O)O
  A = 16	B = 0.6	C = 0.5	D = 14	E = -5	F = -3	G = 16	H = 0	I = 6
> CC1CCN(c2c(NCc3ccc(C(=O)N4CCN(C5CCCCC5)CC4)cc3)c(=O)c2=O)CC1
  A = 10	B = -0.8	C = .	D = 3	E = -3	F = 7	G = 2	H = 3	I = 16
> Cc1cc(Nc2ccc(F)c(Cl)c2)n2nc(C)nc2n1
  A = 7	B = 0.6	C = .	D = -4	E = -1	F = -3	G = 7	H = 0	I = 0
> Cn1nc(C(F)(F)F)c2cc(C(=O)O)sc21
  A = 3	B = 1.0	C = 3.0	D = 2	E = -4	F = -3	G = 2	H = 0	I = 2
> c1ccc(CSc2ccc(-c3cccnc3)nn2)nc1
  A = 10	B = 1.9	C = 2.0	D = 1	E = -1	F = -1	G = 0	H = -3	I = 11
> OCCCNc1ncnc2c1[nH]c1ccccc12
  A = 1	B = 4.2	C = 1.8	D = 14	E = -20	F = 2	G = 12	H = -2	I = 10
> Cc1ccc(C(=O)NC(NC(=O)c2ccc(C)cc2)c2cccc([N+](=O)[O-])c2)cc1
  A = 10	B = 2.5	C = 0.4	D = 0	E = 3	F = 3	G = 9	H = 1	I = 14
> Cc1ccc2c(c1)N(CC(=O)OC(CC(C)C)C(=O)NC1CCCC1)C(=O)CO2 (stereo not given)
  A = 6	B = 1.5	C = -0.6	D = 30	E = 1	F = -1	G = 5	H = 2	I = 12
> COc1ccc(N2CCN(C(=O)CN(C)S(=O)(=O)c3cc(C)ccc3OC)CC2)cc1
  A = 1	B = 1.3	C = 1.7	D = 3	E = -4	F = 2	G = 7&2	H = 0	I = 6

2 compounds picked at random from those above, as already listed:
Key to letters – A = FXIIa inh 1536; B = TNF necrop inh; C = zVAD death inh; D = CHOP inh; E = Tb hexokinase; F = FXIa inh 1536; G = PGE2 EP2 inh; H = Wee1 stabilizer; I = PPC-1+TRAIL kill
> OCCCNc1ncnc2c1[nH]c1ccccc12
  A = 1	B = 4.2	C = 1.8	D = 14	E = -20	F = 2	G = 12	H = -2	I = 10
> Cc1ccc2c(c1)N(CC(=O)OC(CC(C)C)C(=O)NC1CCCC1)C(=O)CO2 (stereo not given)
  A = 6	B = 1.5	C = -0.6	D = 30	E = 1	F = -1	G = 5	H = 2	I = 12

This is a subset; the hit share may differ from the screen's.
